# Compound activity from PubChem BioAssay.
# D3 antag = qHTS of D3 Dopamine Receptor Antagonist: qHTS; D3R cells, DiscoveRx beta-arrestin luminescence, antagonist mode; hits give low values; D(3) dopamine receptor (Homo sapiens), P35462; AID 652054, 2013; hit rate 2.5% among 360,000; max response, negative = inhibition, %; in the data active = max response below about -50%; inconclusive = no clear call, values can overlap the other calls; also: % is scaled to controls: 0 for no effect and ±100 for the full control effect; mostly tested at two doses, the higher about 12 µM
# Target sequence (P35462 whole entry, looked up): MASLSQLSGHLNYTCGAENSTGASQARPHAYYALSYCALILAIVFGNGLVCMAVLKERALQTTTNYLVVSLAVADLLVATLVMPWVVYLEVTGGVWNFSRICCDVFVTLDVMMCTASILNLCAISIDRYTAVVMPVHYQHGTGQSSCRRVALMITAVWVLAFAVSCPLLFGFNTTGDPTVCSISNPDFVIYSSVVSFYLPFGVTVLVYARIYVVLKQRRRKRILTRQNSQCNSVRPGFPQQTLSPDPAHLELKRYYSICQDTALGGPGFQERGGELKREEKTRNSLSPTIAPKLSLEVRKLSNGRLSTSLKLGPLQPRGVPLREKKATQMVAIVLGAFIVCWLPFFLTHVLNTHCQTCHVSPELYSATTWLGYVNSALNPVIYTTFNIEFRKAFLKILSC
#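 Cells plated overnight at 1500 cells/well, then exposed to library compounds with dopamine controls for 90 minutes at 37 degrees C. DiscoveRx reagent added for 30–60 minutes at room temperature; luminescence read, quantitative HTS format.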
# TDP43 rescue = qHTS of TDP-43 Inhibitors. TDP-43 expressing yeast growth rescue, BacTiter-Glo, 24 h. Potency, µM (doses to about 46.1 µM), for the others: at the highest dose growth rescue (activation), usual class: activators. hit rate 1.8% among 410,000. AID 652104, 2013; also: potency is read from the fitted curve at half-maximal effect; % of control where 0% means no effect; nearly all actives have a fitted effect of over 50% in size
#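 Yeast expressing TDP-43 (pregrown in raffinose, seeded at OD600=0.02 in galactose medium) exposed to compounds 24 hr at 30 deg C. Growth read by BacTiter-Glo luminescence; rescue of toxicity appears as increased signal.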
# D3 ag = qHTS of D3 Dopamine Receptor Agonist: qHTS; D(3) dopamine receptor (Homo sapiens), P35462; D3R DiscoveRx beta-arrestin cells, luminescence, 90 min; max activation, %; hit rate 0.58% among 410,000; in the data active = max activation above about 30%; also: 0% is about no effect; mostly tested at two doses, the higher about 12 µM
#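 Agonist-mode cell screen: cells plated at 1500/well and incubated overnight at 37 °C, then exposed to library compounds for 90 min at 37 °C. Detection reagent was added for 30–60 min at room temperature, and luminescence was read.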
# HEK293 tox = qHTS of GLP-1 Receptor Inverse Agonists: Cytotox Screen | HEK293 cAMP-luciferase reporter cells, luminescence, 24 h | Potency, µM (top dose mostly 38.3 µM), for inactives: at the highest dose activity change, negative = inhibition, usual class: inhibitors | hit rate 0.13% among 410,000 | AID 624418, 2012;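 also: loss of luciferase light is scored as toxicity; potency is read from the fitted curve at half-maximal effect; % is scaled to controls: 0 for no effect and ±100 for the full control effect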
#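 1536-well qHTS counterscreen of the MLSMR; 200 cells/uL, 12 h pre-incubation, 23 nL cpd, 24 h at 37 deg C 5% CO2, luciferase detection reagent, 12 min RT, luminescence. Inhibition = undesired.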
# KB-V1 cytotox = qHTS assay for MDR1-selective chemotherapeutics: Primary screen using the drug-selected MDR subline cells KB-V1; hit rate 3.4% among 400,000; Potency, µM (titrated, usually from 46.1 µM), for the others: at the top dose activity change, negative = cytotoxicity, actives largely listed as cytotoxic; AID 1347076, 2019; KB-V1 MDR cells viability, CellTiter-Glo, 72 h; also: potency is read from the fitted curve at half-maximal effect; % is scaled to controls: 0 for no effect and ±100 for the full control effect; nearly all actives have a fitted effect of over 60% in size
#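 Luminescent ATP read-out (CellTiter-Glo, 10 min) measures survival of drug-selected KB-V1 MDR cells after 72 h, 37 degrees C compound exposure. Medium: phenol-red-free DMEM, 10% FBS. Values from fitted concentration-response curves.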
# GLP-1R agonist = qHTS of GLP-1 Receptor Agonists. Potency, µM (titrated, usually from 45.6 µM), inactives show at the highest dose activation, most hits filed as activators. AID 624172, 2012. hit rate 0.007% among 380,000. HEK293 GLP-1R CRE-luciferase, luminescence, 4-6 h; cells express a hypersensitive GLP-1R form; also: potency is read from the fitted curve at half-maximal effect; % of control where 0% means no effect
# PTHR1 agonist = qHTS for PTHR1 Agonists: Primary Screen; HEK293 GP2 PTHR1 cells, GloSensor cAMP luminescence, 1 h; hit rate 0.075% among 410,000; Potency, µM (doses to about 115 µM), for inactives: at the top dose activation, hits mostly activators; also: potency is read from the fitted curve at half-maximal effect; nearly all actives have a fitted effect of over 55% in size; some results filed as inactive show a strong effect at the top dose; inactives centre near -15; many of its hits are not listed in these tables
# Target sequence (Q03431 whole entry, looked up): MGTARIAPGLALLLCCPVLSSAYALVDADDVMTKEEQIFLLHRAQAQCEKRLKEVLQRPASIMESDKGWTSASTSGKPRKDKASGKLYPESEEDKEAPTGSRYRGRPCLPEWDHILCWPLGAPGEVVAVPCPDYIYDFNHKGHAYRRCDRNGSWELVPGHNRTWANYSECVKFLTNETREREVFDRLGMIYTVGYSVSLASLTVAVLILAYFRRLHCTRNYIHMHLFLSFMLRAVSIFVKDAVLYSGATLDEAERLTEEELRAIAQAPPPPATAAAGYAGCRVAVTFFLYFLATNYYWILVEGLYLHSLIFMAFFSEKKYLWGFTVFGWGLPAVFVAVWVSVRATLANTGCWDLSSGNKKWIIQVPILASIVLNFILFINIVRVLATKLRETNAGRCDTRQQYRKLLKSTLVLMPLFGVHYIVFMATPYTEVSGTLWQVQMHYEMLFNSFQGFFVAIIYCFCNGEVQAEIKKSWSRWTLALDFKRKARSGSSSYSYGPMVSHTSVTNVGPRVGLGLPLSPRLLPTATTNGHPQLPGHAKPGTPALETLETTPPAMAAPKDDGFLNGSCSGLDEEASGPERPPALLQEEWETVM
#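 HEK-293-derived GP2 cells expressing PTHR1 and a GloSensor cAMP reporter, 3,000/well, plated overnight, given luciferin plus IBMX (each 0.5 mM as added) for 1 h at 37 °C, then compound for 1 h at 37 °C. Luminescence was read after 15 min at room temperature.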
# aSyn rescue = qHTS of alpha-syn Inhibitors | Yeast expressing alpha-synuclein, growth rescue, BacTiter-Glo, 24 h | Potency, µM (series often up to 46.1 µM), for the others: top-dose growth rescue (activation), hits mostly activators | hit rate 0.14% among 370,000; also: potency is read from the fitted curve at half-maximal effect; % of control where 0% means no effect; nearly all actives have a fitted effect of over 65% in size
#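 Rescue of yeast growth: cells expressing toxic alpha-synuclein, induced in galactose at OD600 0.02, incubated with compound 24 h at 30 C. ATP luminescence quantified growth; inhibitors of toxicity appear as activators.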
# GLP1R inv ag = qHTS of GLP-1 Receptor Inverse Agonists (Inhibition Mode). Glucagon-like peptide 1 receptor (Homo sapiens), P43220. HEK293 GLP-1R CRE-luciferase, luminescence, 24 h; GLP-1R form is constitutively active. Potency, µM (highest dose often 38.3 µM), for inactives: at the highest dose activity change, negative = inhibition, hits mostly inhibitors. hit rate 1.6% among 410,000; also: potency is read from the fitted curve at half-maximal effect; % is scaled to controls: 0 for no effect and ±100 for the full control effect; nearly all actives have a fitted effect of over 55% in size
#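 HEK293 cells stably co-expressing a cAMP-responsive luciferase reporter and constitutively active GLP-1R were seeded, incubated 12 h, then exposed to compounds for 24 h at 37 C. Luminescence was read 12 min after detection reagent; inverse agonists lower signal.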
# * = called active by the depositor; i = inactive; ? = inconclusive; nt = not tested or not shown; [ ] = remark or other dose. Unless noted, calls follow the shape of the dose curve; as a rule, active = well fitted curve in the direction sought with a large enough effect; inconclusive = small, poorly fitted or top-dose-only effect, or another doubt; inactive = no such curve, though single readings can be large; an effect the other way counts as inactive or inconclusive. The list is partial; count on the stated rates, not on these rows.
Molecule	D3 antag	TDP43 rescue	D3 ag	HEK293 tox	KB-V1 cytotox	GLP-1R agonist	PTHR1 agonist	aSyn rescue	GLP1R inv ag
O=C(NCC(F)(F)F)c1ccc2sc([C@H]3C[C@H](O)[C@@H](CO)O3)nc2c1	12	23%	2	-1%	5%	0%	i	0%	21%
CC1CN(CCCOc2ccc([N+](=O)[O-])cc2)CC(C)O1 (stereo not drawn)	-15	24%	-7	3%	?	5%	i	-5%	-3%
C=CCn1c(SCC(=C)C)nc2c1c(=O)[nH]c(=O)n2C	27	-10%	2	0%	-6%	?	-4%	-5%	96%[activator]
CCN=C1NN=C(c2c[nH]c3ccccc23)CS1	-8	16%[9.22 µM]	1	-6%[7.66 µM]	-14%	1%	-25%	1%	2%[7.66 µM]
C(=N\n1cnnc1)/C1CCCCC1	6	4%	3	19%	-5%	0%	i	1%	19%
CC(C)(C)C(=O)NC(Nc1cccc2cccnc12)C(Cl)(Cl)Cl (stereo not drawn)	-7	?	-8	48%[activator]	?	-9%	i	6%	5µM*
CCOC(=O)c1ccc(NC(=O)CCCN2C(=O)NC3(CCCC3)C2=O)cc1	-10	10%	5	-7%	?	5%	i	-1%	-19%
COc1ccc(NC(=O)CCNC(=O)c2ccc([N+](=O)[O-])cc2)cc1S(=O)(=O)N1CCOCC1	0	5%	-10	2%	28%	2%	i	-3%	2%
CCN(CC(=O)NCc1ccc(Cl)cc1)C(=O)NCc1ccc(Cl)cc1	-18	-8%	-11	11%	?	1%	-24%	-1%	?
[O-][n+]1ccccc1SC/C=C/c1ccccc1	-4	5%	1	2%	0%	7%	i	1%	26%
Cc1ccc(Cl)cc1N1CCN(C(=O)Cc2c(C(=O)O)[nH]c3ccc(Cl)cc23)CC1	-19	1%	-16	-23%	?	-1%	-28%	8%	?
O=C(NC1CC1)C1=C[C@@H](c2ccccc2)C[C@@H](OCc2ccc(CO)cc2)O1	5	11%	9	-1%	?	12%	i	8%	3%
O=C(COc1ccccc1)Nc1ccncc1	18	0%[0.397 µM]	14	1%	0%	18%	i	0%	9%
Cc1nn(Cc2ccccc2)c(C)c1C(=O)Nc1ccc(N2CCOCC2)cc1	6	0%	4	-4%	-24%	-10%	i	6%	-1%
CC(C)Oc1cc(F)ccc1-c1cc(C(=O)NCc2cccs2)[nH]n1	0	0%	-8	1%	-2%	12%	-78%[inhibitor]	-4%	?
C[N+]1(CCNC(=O)/C=N/O)CCCCC1	-8	-7%	-2	2%	14%	-5%	-6%[57.5 µM]	-3%	11%
COc1ccc(N2CCN(CCNC(=O)c3ccc4nc5ccccc5c(=O)n4c3)CC2)cc1	13	7%	3	-11%	-5%	4%	i	7%	3%
COc1cccc(NC(=O)CCCOc2cc(=O)n(C)c3ccccc23)c1	1	-1%	-1	-4%	?	19%	i	0%	2%
COc1ccc(CNCCCSc2ncccn2)c(OC)c1	-14	-14%	-4	3%	-10%	-2%	i	3%	7%
CCOC(=O)c1c(NC(=O)c2c(C)noc2C)sc2c1CCCCC2	14	-24%	-8	-2%	-14%	-2%	-3%[57.5 µM]	-3%	0%

# Next part:
Molecule	D3 antag	TDP43 rescue	D3 ag	HEK293 tox	KB-V1 cytotox	GLP-1R agonist	PTHR1 agonist	aSyn rescue	GLP1R inv ag
O=C1CCCc2nc3c(cc21)C(O)Oc1c-3ccc2ccccc12 (stereo not drawn)	-14	1%	-2	11%[7.66 µM]	-29%	1%	i	-1%	11%[7.66 µM]
O=C(COC(=O)c1ccccc1)NC1CCCC1	-4	-10%	1	0%	7%	9%	-6%	-7%	15%
Cc1nc2ccc(NC(=O)Cc3c(F)cccc3Cl)cc2s1	1	4%	4	-4%	-5%	-4%	18%	-3%	5%
COc1ccc(CCN(CC(=O)NC(C)(C)C)C(=O)Cn2nnc(-c3ccc(C)o3)n2)cc1OC	4	-5%	-5	0%	-14%	3%	i	2%	4%
Cc1ccccc1C(=O)N1CCc2cc(-c3nc(NC(=O)Cc4ccc5c(c4)OCO5)sc3C)ccc21	11	15%	5	8%	-1%	0%	-73%[inhibitor]	-3%	?
COc1ccc([N+](=O)[O-])cc1N(CC(=O)N(C)C)S(C)(=O)=O	14	18%	-6	-1%	12%	2%	-9%	1%	-1%
CC1CCCCN1C(=O)C(Cc1ccccc1)N1C(=O)C2CCCCC2C1=O (stereo not drawn)	-24	-15%	7	-7%	5%	1%	i	-2%	-2%
Cc1nn(C(=O)N(C)C)c(C)c1CN1C(=O)c2ccccc2C1=O	-1	-7%	-1	-4%	0%	-4%	-24%	-1%	5%
Cn1ncc(C#N)c1NC(=O)C1CC(c2ccc(Cl)cc2)=NO1 (stereo not drawn)	0	-5%	3	-4%	3%	0%	i	-3%	-1%
Cc1ccccc1OCC(=O)Nc1cccc(S(=O)(=O)NC2=NCCCCC2)c1	14	12%	1	-10%	-15%	2%	i	4%	-23%
O=[N+]([O-])c1ccccc1N(CC1CO1)S(=O)(=O)c1ccccc1 (stereo not drawn)	10	-4%	-2	-8%	-29%	5%	i	2%	-15%
COc1cc(=O)[nH]c(SC(C)C(=O)Nc2cccc3ccccc23)n1 (stereo not drawn)	-18	4%	-5	6%	2%	5%	-2%	2%	5%
CC(=O)NC1C(=O)N=C(SCC(=O)Nc2c(C)cccc2C)NC1=O (stereo not drawn)	9	17%	4	0%	2%	-2%	i	3%	10%
Cc1noc(C)c1NC(=O)Nc1ccc2c(c1)C(=O)N([C@H](C)CO)C[C@H](C)[C@@H](CN(C)S(=O)(=O)c1c(C)noc1C)O2	-10	9%	-27	0%	14%	-3%	-11%	7%	5%
CCCCN(CC)CCNC(=O)Cn1cnc2sc(C)c(S(=O)(=O)N3CCN(c4ccccc4OC)CC3)c2c1=O	nt	9%	2	-6%	?	nt	5%	nt	9%
CN(C)CCN(CC1CCCN(Cc2ccccc2F)C1)C(=O)c1ccc(F)cc1 (stereo not drawn)	-5	-20%	-14	-24%	-4%	7%	1%	-3%	?
CCCN(CC(=O)Nc1ccc(F)c(F)c1F)C(=O)c1ccc(=O)n(Cc2ccccc2)n1	-14	14%	-21	2%	?	1%	-58%[inhibitor]	0%	?
CC(NC(=O)Cc1ccccc1)c1nc2ccccc2[nH]1 (stereo not drawn)	-16	4%	-8	3%	-6%	4%	i	?	-15%
COc1ccc2c(c1)CCc1cn3ncc(C#N)c3nc1-2	8	-6%	3	71%[activator]	1.3µM*	1%	i	2%	14%
CCn1c(SCC(=O)N/N=C\c2ccccc2OCC(=O)O)nnc1-c1ccc(Cl)cc1	3	-17%	0	-4%	-19%	4%	i	3%	18%

# Complete entries, looked up by structure. Order of values: D3 antag, TDP43 rescue, D3 ag, HEK293 tox, KB-V1 cytotox, GLP-1R agonist, PTHR1 agonist, aSyn rescue, GLP1R inv ag
# Profile of COc1cccc(NC(=O)CCCOc2cc(=O)n(C)c3ccccc23)c1 = 1, -1%, -1, -4%, ?, 19%, i, 0%, 2%
# Profile of CC1CN(CCCOc2ccc([N+](=O)[O-])cc2)CC(C)O1 (stereo not drawn) = -15, 24%, -7, 3%, ?, 5%, i, -5%, -3%

# (list continues)
Molecule	D3 antag	TDP43 rescue	D3 ag	HEK293 tox	KB-V1 cytotox	GLP-1R agonist	PTHR1 agonist	aSyn rescue	GLP1R inv ag
O=C(Nc1cccc(Cl)c1)c1cncn1-c1ccc(F)cc1	0	-32%[inhibitor]	28	-4%	5%	13%	i	14%	?
N#C/C(=C\c1ccc(N2CCOCC2)o1)C(=O)NC1CCCCC1	-5	22%	-1	-5%	4%	?	i	2%	70%[activator]
O=C(CN1CCN(c2ccccc2)CC1)Nc1ccccc1C(=O)NCCc1ccccc1	15	7%	2	-16%	-18%	18%	-1%	7%	-19%
O=C(c1[nH]nc2c1CCc1ccccc1-2)N1CCN(Cc2ccc3c(c2)OCO3)CC1	?	?	-29	2%	?	1%	i	2%	?
COC(=O)c1cccc(NC(=O)Cc2coc3cc(OC)ccc23)c1	7	-7%	3	-6%	-13%	0%	-16%[57.5 µM]	-3%	-1%
CCOc1ccc(CCNC(=O)CN2C(=O)C(CC)Oc3ccccc32)cc1OCC (stereo not drawn)	nt	28%	2	-8%	nt	nt	i	nt	-10%
CCOc1cc(C2C3=C(CCCC3=O)NC3=C2C(=O)CCC3)cc(Cl)c1O	0	2%	0	-1%	3%	1%	-21%	2%	1%
C=CCn1c(=O)/c(=C2/SC(C)=C(C)N2CC)s/c1=C1/C(=O)N(CC)C(=S)N1c1ccccc1	-1	-13%	-3	3%	-7%	-6%	i	-3%	10%
Oc1ccc2ccccc2c1C=Nc1ccc(N2CCOCC2)cc1	5	-14%	1	-2%	2%	8%	i	0%	0%
N#CC1=C(N)Oc2nc(-c3ccccc3)[nH]c2C1c1cccnc1 (stereo not drawn)	-8	-14%	2	8%	5%	3%	i	-3%	-18%
O=C(O)CCN1C(=O)c2ccc(NC(=O)COc3ccccc3)cc2C1=O	18	?	1	11%	nt	-10%	i	-1%	21%
COC(=O)[C@H](Cc1ccccc1)NC(=O)/C=C/[C@H]1O[C@@H](n2ccc(=O)[nH]c2=O)[C@H](O)[C@@H]1O	25	24%	2	0%	3%	-5%	-8%	-1%	8%
C/C(=N\NC(=O)COc1ccccc1)c1cccs1	2	23%	3	-8%	?	11%	i	0%	41%[activator]
COC(=O)c1cc(C(=O)Nc2nc3ccccc3[nH]2)cc([N+](=O)[O-])c1	27	-14%	3	10%	-14%	7%	-10%	11%	26%
Cn1c(=O)c2c(nc(Cl)n2CC(=O)N2CCCCC2)n(C)c1=O	-4	17%	3	12%	7%	1%	i	6%	5%
